Screening results deposited in PubChem BioAssay by National Center for Advancing Translational Sciences (NCATS).
GoLoco inh red: blocks human Gai1 binding to RGS12 GoLoco peptide, red readout. AID 880. Potency, µM (series often up to 61.6 µM), for the others: at the highest dose activity, negative = inhibition, usual class: inhibitors. Gai1:RGS12 GoLoco peptide FP, rhodamine, 10 min. hit rate 0.44% among 230,000. P63096; active = well fitted inhibition curve with a large enough effect, not every such curve was filed as active; inactive = no such curve, though single readings can be large or run the other way; note: % is set by controls: 0 for no effect and ±100 for the full control effect; nearly all actives have a fitted effect of over 30% in size; many of its hits are not listed in these tables
Luc counter: counter-screen: inhibitors of Kinase-Glo firefly luciferase; Q27757; Potency, µM (series often up to 38.3 µM), without a hit: at the top dose activity change, negative = inhibition, usual class: inhibitors; hit rate 0.28% among 200,000; AID 1379; Kinase-Glo luciferase, ATP luminescence, 8 min; note: % is set by controls: 0 for no effect and ±100 for the full control effect; nearly all actives have a fitted effect of over 60% in size
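Compounds were added to a substrate mix at pH 7.2 (50 mM imidazole, 10 uM ATP, within the enzyme's linear range), followed by Kinase-Glo detection reagent; luminescence was measured after 8 minutes at ambient temperature.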
Epigenetic derep: regulators of epigenetic silencing causing reporter derepression in mouse cells; Potency, µM (doses to about 53.9 µM), without a hit: at the top dose GFP activation, most hits filed as activators; AID 1865; murine LDR cells, GFP reporter derepression, 30 h; hit rate 0.2% among 280,000; note: % of control where 0% means no effect; nearly all actives have a fitted effect of over 60% in size
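Readout is the number of GFP-expressing murine LDR cells, counted by cytometry following washing. Cells were treated with compound for 30 h at 37 C; the stably integrated CMV-GFP locus is normally silent.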
SMN2 splice enh: enhancers of SMN2 splice variant expression; HEK293 SMN2-luciferase splicing reporter, luminescence, 30-36 h; Potency, µM (highest dose often 46.1 µM), for inactives: at the top dose activity change, positive = activation, most hits filed as activators; hit rate 2.8% among 210,000; AID 1458; note: % of control where 0% means no effect; nearly all actives have a fitted effect of over 55% in size
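qHTS luciferase splicing reporter: luminescence rises when SMN2 exon 7 is included in transfected HEK293 cells. Compound exposure lasted 30-36 h at 37C, with 4.5 mM final sodium butyrate as control, followed by a ONE-Glo read.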
JMJD2E inh: JMJD2E (human) inhibition. JMJD2E catalytic domain, FDH-coupled NADH fluorescence (FDH is formaldehyde dehydrogenase). AID 2147. Potency, µM (doses to about 57.1 µM), for inactives: top-dose activity change, negative = inhibition, usual class: inhibitors. hit rate 1.6% among 230,000. B2RXH2; active = well fitted inhibition curve with a large enough effect, not every such curve was filed as active; inconclusive = small, poorly fitted or top-dose-only effect, or another doubt; inactive = no such curve, though single readings can be large or run the other way;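 note: 0% = wells with enzyme and -100% = buffer wells without enzyme; nearly all actives have a fitted effect of over 50% in size; many of its hits are not listed in these tables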
Target sequence (B2RXH2 1-337 limits assumed): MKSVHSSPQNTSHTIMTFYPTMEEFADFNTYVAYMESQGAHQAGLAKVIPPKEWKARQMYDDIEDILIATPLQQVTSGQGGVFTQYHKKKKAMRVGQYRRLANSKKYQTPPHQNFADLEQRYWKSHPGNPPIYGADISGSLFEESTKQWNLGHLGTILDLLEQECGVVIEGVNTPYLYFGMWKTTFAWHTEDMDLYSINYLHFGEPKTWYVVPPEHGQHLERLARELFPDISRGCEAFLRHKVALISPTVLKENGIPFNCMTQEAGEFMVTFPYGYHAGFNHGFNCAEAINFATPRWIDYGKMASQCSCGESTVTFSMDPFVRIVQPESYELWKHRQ
NPSR antag: blocks cAMP signaling of the human neuropeptide S receptor; Q6W5P4; CHO-NPSR cells, cAMP TR-FRET, antagonist mode; Potency, µM (series often up to 38.3 µM), without a hit: top-dose activity change, negative = inhibition, most hits filed as inhibitors; hit rate 1% among 220,000; AID 1461; note: % is set by controls: 0 for no effect and ±100 for the full control effect; nearly all actives have a fitted effect of over 50% in size; many of its hits are not listed in these tables
IMPase Li cell: membrane-permeable IMPase blocker, potentiated with lithium | CHO-M1 cells, IP1 TR-FRET (IP-One), carbachol + lithium | Potency, µM (highest dose often 59.4 µM), without a hit: at the top dose activity, negative = IMPase inhibition, usual class: inhibitors | hit rate 0.35% among 210,000 | AID 1457;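 note: IP1 builds up when IMPase is blocked and the TR-FRET signal falls; plate controls were basal vehicle for no effect and high inhibitor control for full effect; nearly all actives have a fitted effect of over 50% in size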
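CHO cells stably expressing M1 receptor (2000/well, cultured 16–30 h) treated 30 min at 37C with compound plus low lithium. Cytosolic IP1 by TR-FRET (665/620 ratio and 620 channel) after 10 min lysis; AC50 by Hill fit.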
RECQ1 helicase: RECQ1 (human) helicase inhibition; P46063; RECQ1 DNA unwinding, red fluorescence kinetic read; Potency, µM (titrated, usually from 57.3 µM), for inactives: at the top dose activity, negative = inhibition, most hits filed as inhibitors; hit rate 0.54% among 240,000; AID 2549;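 note: plate controls were vehicle for no effect and no enzyme for full effect; nearly all actives have a fitted effect of over 30% in size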
Target sequence (P46063 whole entry, looked up): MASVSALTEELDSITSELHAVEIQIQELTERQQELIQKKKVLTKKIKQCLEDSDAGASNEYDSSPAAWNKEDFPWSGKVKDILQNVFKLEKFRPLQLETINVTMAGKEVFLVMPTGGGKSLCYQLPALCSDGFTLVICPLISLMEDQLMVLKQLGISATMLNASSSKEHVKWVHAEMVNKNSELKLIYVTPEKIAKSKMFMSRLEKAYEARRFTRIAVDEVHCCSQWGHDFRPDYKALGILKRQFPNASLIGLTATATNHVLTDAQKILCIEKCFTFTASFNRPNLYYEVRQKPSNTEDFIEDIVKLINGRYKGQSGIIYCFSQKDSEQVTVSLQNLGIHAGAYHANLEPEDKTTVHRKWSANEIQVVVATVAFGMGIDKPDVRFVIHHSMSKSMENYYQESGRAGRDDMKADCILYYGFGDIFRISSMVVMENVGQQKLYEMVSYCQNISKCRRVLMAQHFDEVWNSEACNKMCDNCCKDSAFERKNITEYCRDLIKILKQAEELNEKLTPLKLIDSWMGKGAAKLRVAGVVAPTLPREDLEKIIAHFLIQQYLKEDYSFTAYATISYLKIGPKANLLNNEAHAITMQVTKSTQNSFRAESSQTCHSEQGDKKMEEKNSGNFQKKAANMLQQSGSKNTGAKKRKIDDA
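RECQ1T1 50 nM; forked duplex (20 bp + 30-nt ss tails) 200 nM, ATP 2 mM final; pH 8.0, 2 mM MgCl2, 2.5 ug/ml poly(dI-dC); 15 min compound preincubation; discontinuous kinetic read over 2 h at RT.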
The depositor's hits bear a star; i = inactive; ? = inconclusive; · = not tested or not shown; & = joins results of further samples; [ ] = remark or other dose. Unless noted, calls come from the whole dose curve; as a rule, active = well fitted curve in the direction sought with a large enough effect; inconclusive = small, poorly fitted or top-dose-only effect, or another doubt; inactive = no such curve, though single readings can be large; an effect the other way counts as inactive or inconclusive. Potency is the fitted concentration of half-maximal effect.

SMILES	GoLoco inh red	Luc counter	Epigenetic derep	SMN2 splice enh	JMJD2E inh	NPSR antag	IMPase Li cell	RECQ1 helicase
CCOC(=O)C1C(c2ccc3c(c2)OCO3)NC(=O)NC1(O)C(F)(F)F (stereo unspecified)	7%	-1%	-0.9%	-1%	7%	-9%[46.1 µM]	11%[38.3 µM]	-14%
CCCCNc1c(N)n(CCC)c(=O)[nH]c1=O	2%	4%	-3.2%	9%	?	8%	-10%	i
O=C(CN1CCOCC1)OCCCC1CCCCC1	-13%	3%	0.6%	-9%	-4%	-2%[46.1 µM]	-13%[38.3 µM]	-6%
O=C(NCc1ccc2c(c1)OCO2)C1Cc2ccccc2CN1C(=O)c1ccco1 (stereo unspecified)	5%	-1%	1.1%	1%	11%	-6%	1%	1%
O=C1c2cccc3c([N+](=O)[O-])ccc(c23)C(=O)N1c1ccccn1	28µM*	-6%	0.8%	·	1%	?	41%[activator][38.3 µM]	-1%
O=C(c1ccc(Cl)cc1)n1c(NCc2ccccc2)n[nH]c1=S	14%	1%	0.0%	-2%	?	0%	2%	i
CN(CC(=O)Nc1ccc(S(=O)(=O)N2CCCC2)cc1)Cc1ccc(Cl)cc1	-9%	-3%	-1.3%	-11%	-6%	-29%	11%	0%
CC1Cc2nc(SCC(=O)NCc3ccco3)n(Cc3ccccc3)c(=O)c2S1 (stereo unspecified)	1%	0%	-1.0%	16%	0%	-14%	5%	-16%
CCn1nc2cc(C(=O)NCCc3cccs3)ccc2c1OC	-16%	-17%	-1.2%	?	1%	0%[46.1 µM]	-4%[38.3 µM]	10%
COC(=O)N1CCC2(CC1)CN(C(=O)Nc1ccccc1)C2	6%	-2%	·	-3%	·	·	5%	-7%
O=S1(=O)NC(=NC2CCCCCC2)c2ccccc21	6%	2%	0.0%	2%	1%	-3%[46.1 µM]	17%[38.3 µM]	i
CSc1sc(C(=O)NCC2CC2)cc1S(=O)(=O)C(C)C	5%	·	-3.1%	·	0%	-1%	·	-11%
Cc1ccc(/C=C/C(=O)N2CCc3ccccc3C2)cc1	2%	15%	0.7%	1%	-1%	-22%[46.1 µM]	20%[38.3 µM]	-4%
COc1ccc(C2=NN(S(C)(=O)=O)C(c3cccs3)C2)cc1OC (stereo unspecified)	21%	4%	-1.3%	·	?	5%	3%	i
CCOC(=O)c1ccc(Oc2nc(OC)cc(OC)n2)cc1	-3%	3%	1.3%	6%	-2%	2%	2%	i
Cc1ccc(-c2nc3[nH]c(=O)cc(NC(=O)C(C)C)n3n2)cc1	4%	·	-1.2%	·	-2%	-6%	·	3%
Cc1cccc(C(=O)Nc2cccc(-c3cnc4ccccc4n3)c2)c1	0%	8%	-0.9%	11%	4%	-10%[46.1 µM]	-7%	-5%
COc1ccc(NC(=O)Nc2ccc3nccnc3c2)cc1	9%	-1%	0.8%	?	1%	5%[46.1 µM]	2%[38.3 µM]	i
COc1ccc(NC(=O)CCCC2=NS(=O)(=O)c3ccccc3N2)cc1	-6%	2%	0.6%	18%	-5%	5%	-1%	0%
O=C(OCN1C(=O)c2ccccc2C1=O)C1CCCCC1	-8%	1%	0.9%	-5%	6%	-11%[46.1 µM]	21%[38.3 µM]	-5%
O=C(c1ccco1)N(Cc1cccs1)C1CCS(=O)(=O)C1 (stereo unspecified)	-4%	1%	-1.1%	-1%	9%	-9%[46.1 µM]	-6%[38.3 µM]	i
c1ccc2c(c1)OCCOCCOCCO2	7%	0%	0.0%	9%	5%	5%	4%	-9%
C#CC(CC)(CC)NC(=S)Nc1ccc(S(N)(=O)=O)cc1	2%	-2%	0.1%	28%	4%	2%	2%	-7%
COc1cc(NC(=O)CSc2nnc3n2C(C)(C)Cc2ccccc2-3)cc(OC)c1	4%	-1%	0.7%	-34%[inhibitor]	13%	-16%[46.1 µM]	8%[38.3 µM]	i
CCOc1cc(S(=O)(=O)NC2CCCC2)ccc1Cl	5%	2%	3.5%	·	6%	-13%[46.1 µM]	5%	i
CCOC(=O)C1=C(c2ccccc2)c2cc(OC)ccc2OC1C(=O)OCC (stereo unspecified)	-3%[88.7 µM]	-1%[39.9 µM]	-0.9%	·	·	·	25%	-3%[81.1 µM]
CC1=CN2C(=N)/C(=C/c3ccc(Sc4ccc(Cl)cc4)o3)C(=O)N=C2S1	101%[activator]	3%	?	-36%[inhibitor]	1%	-25%	-3%	-3%
Cc1ccnc(NC(=O)CCC(=O)N(CC(=O)NC2CCCCC2)c2ccc3c(c2)OCO3)c1	-14%	-5%	2.9%	-4%	1%	9%[46.1 µM]	22%[38.3 µM]	1%
O=C(Cc1ccc([N+](=O)[O-])cc1)Nc1ccc(O)cc1C(=O)O	-1%	6%	0.0%	13%	-15%	6%[46.1 µM]	2%	-1%
CCN(CC)C(=O)/C(=C/c1ccc(F)cc1)NC(C)=O	12%	-1%	-0.9%	-3%	1%	10%	7%	-3%
Cc1ccc([N+](=O)[O-])cc1NC1OC(CO)C(O)C1O (stereo unspecified)	10%	4%	-0.9%	-17%	8%	-6%[46.1 µM]	-6%	12%
COc1ccccc1C1C=C(c2ccccc2)Nc2nnnn21 (stereo unspecified)	3%	-1%	-1.0%	23%	-8%	2%[46.1 µM]	2%	-3%
CCOC(=O)N1CCC(NC(=O)C2CCCN(S(C)(=O)=O)C2)CC1 (stereo unspecified)	3%	-1%	-1.1%	-5%	5%	0%[46.1 µM]	-1%[38.3 µM]	7%
CC(=O)N1N=C(c2ccncc2)CC1c1ccccc1O (stereo unspecified)	18%	2%	3.2%	·	1%	-8%	15%	i
O=C(O)c1ccc(/C=N/NC(=O)C2CC2(c2ccccc2)c2ccccc2)cc1 (stereo unspecified)	9%	2%	0.0%	·	8%	-13%	2%	0%
O=C(CSC1=Nc2ccccc2C2=NC(CC(=O)NCc3ccco3)C(=O)N12)NCc1ccco1 (stereo unspecified)	5%	-1%	1.7%	0%	?	-6%[46.1 µM]	24%[38.3 µM]	9%
Cc1ccc(C2CC(=O)Oc3cc(O)ccc32)cc1 (stereo unspecified)	66%[activator][88.7 µM]	1%[39.9 µM]	1.6%[96.6 µM]	-6%	-5%	6%	1%&6%	66%[activator][126 µM]
CCOC(=O)C1CCN(C(=O)C(C)c2ccc([N+](=O)[O-])cc2)CC1 (stereo unspecified)	14%	-2%	-1.5%	8%	2%	-1%	4%	9%
O=C1c2ccccc2C(=O)N1CCc1ccccn1	-6%	-2%	0.0%	-2%	11%	-4%[46.1 µM]	37%[38.3 µM]	-7%
CCOC(=O)c1cc(C#N)c(SCC(=O)c2cc(C#N)c(SC)nc2C)[nH]c1=O	17%	11%	-0.7%	-5%	-28%	-15%[46.1 µM]	-3%[38.3 µM]	i

As entered above:
Entry of CCOC(=O)C1=C(c2ccccc2)c2cc(OC)ccc2OC1C(=O)OCC (stereo unspecified) in IMPase Li cell: 25%
Entry of C#CC(CC)(CC)NC(=S)Nc1ccc(S(N)(=O)=O)cc1 in Epigenetic derep: 0.1%

(cont.)
SMILES	GoLoco inh red	Luc counter	Epigenetic derep	SMN2 splice enh	JMJD2E inh	NPSR antag	IMPase Li cell	RECQ1 helicase
O=C(CN1C(=O)CC(c2ccccc2)S(=O)(=O)c2ccccc21)N1CCCC1 (stereo unspecified)	2%	-1%	1.8%	1%	-2%	3%	-1%	-3%
Cn1cnnc1Sc1ccc(/C=C/C(=O)c2ccc(O)cc2)cc1[N+](=O)[O-]	3%	3%	4.9%	-72%[inhibitor]	1%	-46%	2%	?
COC(=O)c1cn(NC(=O)Cc2ccc(OC)c(OC)c2)c(=O)c2ccccc12	6%	-1%	3.9%	-7%	-5%	-7%	13%	-3%
CC1(C)CSC(=NCCc2ccccc2)N1C(=O)c1ccc(C#N)cc1	4%	0%	-1.1%	6%	3%	-3%	10%	8%
O=C(N/N=C/c1ccc([N+](=O)[O-])cc1)c1cccc2cc[nH]c12	-12%	-4%	0.9%	-46%[inhibitor]	3%	-13%	8%	i

Structures listed so far that contain an aryl thioether with sulfur outside any ring:
SMILES	GoLoco inh red	Luc counter	Epigenetic derep	SMN2 splice enh	JMJD2E inh	NPSR antag	IMPase Li cell	RECQ1 helicase
CC1Cc2nc(SCC(=O)NCc3ccco3)n(Cc3ccccc3)c(=O)c2S1 (stereo unspecified)	1%	0%	-1.0%	16%	0%	-14%	5%	-16%
CSc1sc(C(=O)NCC2CC2)cc1S(=O)(=O)C(C)C	5%	·	-3.1%	·	0%	-1%	·	-11%
COc1cc(NC(=O)CSc2nnc3n2C(C)(C)Cc2ccccc2-3)cc(OC)c1	4%	-1%	0.7%	-34%[inhibitor]	13%	-16%[46.1 µM]	8%[38.3 µM]	i
CC1=CN2C(=N)/C(=C/c3ccc(Sc4ccc(Cl)cc4)o3)C(=O)N=C2S1	101%[activator]	3%	?	-36%[inhibitor]	1%	-25%	-3%	-3%
CCOC(=O)c1cc(C#N)c(SCC(=O)c2cc(C#N)c(SC)nc2C)[nH]c1=O	17%	11%	-0.7%	-5%	-28%	-15%[46.1 µM]	-3%[38.3 µM]	i
Cn1cnnc1Sc1ccc(/C=C/C(=O)c2ccc(O)cc2)cc1[N+](=O)[O-]	3%	3%	4.9%	-72%[inhibitor]	1%	-46%	2%	?

The list is partial; the hit share may differ from the screen's.
